Tn7 DDE FP – inhibitors of Tn7 peptide binding to human fibrin DD(E); P02675; FP displacement of FITC-Tn7 peptide from fibrin DD(E); 0% = median of compound wells per plate; inhibition, % at 8.3 µM; hit rate 0.13% among 370,000; AID 720508;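 active = inhibition above the mean of compounds falling within the control limits plus 3 SD of them, cut at about 14% in these data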;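 note: 0% = plate median of compound wells and 100% = 10 µM Aha-Tn7 peptide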
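system = human fibrin DD(E) protein | quantity = DD(E) 2 µM final | medium = Tris/NaCl/CaCl2 buffer, pH 7.8 | also added = labelled Tn7 tracer, 0.1 µM | compound dosing = single point at 8.3 µM | timing = compound with protein 10 min, then 3 h after probe, room temperature | signal = FP measurement | benchmarks = Aha-Tn7 high control | repeats = one replicate per compound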
KLK7 zymogen act – proKLK7 (human) activation, primary screen. P49862. purified proKLK7, EDANS-DABCYL substrate fluorescence; 100% is mature enzyme control, 0% vehicle. hit rate 0.9% among 370,000. activation, % at 7 µM;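 active = activation above the mean of all tested compounds plus 3 SD, computed per campaign excluding outliers beyond control limits, cut at about 13% in these data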
ASAP1 inh – blocks human ASAP1-stimulated Arf1 GTP hydrolysis; GDP FP detection; inhibition, % at 16.5 µM; hit rate 0.19% among 360,000; in the data active = inhibition above about 25%;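 note: 0% = vehicle with enzyme and substrate and 100% = no enzyme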
ADAM17 inh – inhibitors of human ADAM17 | inhibition, % at 6.95 µM | P78536 | recombinant ADAM17, EDANS/DABCYL FRET peptide cleavage | hit rate 0.83% among 370,000;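 active = inhibition above the mean of compounds lying between control limits plus 3 SD, set per campaign, cut at about 8.5% in these data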;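 note: 0% = DMSO-only wells as the low control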
Tn6 DDE FP – disrupts Tn6 cyclic peptide binding to fibrin D-Dimer-E complex | P02675 | Fibrin DD(E) TRITC-Tn6 fluorescence polarization displacement | inhibition, % at 8.3 µM | hit rate 0.21% among 370,000 | AID 720509;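 active = inhibition above a per-campaign cutoff: mean of compounds within control limits plus 3 SD, cut at about 15% in these data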;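 note: 0% = median of all compound wells on the plate and 100% = blocking peptide control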
PLC-gamma1 inh – inhibitors of human phospholipase C gamma1; P19174; purified PLC-gamma1, fluorogenic substrate, fluorescence; inhibition, % at 12.2 µM; hit rate 0.84% among 370,000; in the data active = inhibition above about 9.5%
ARFGAP1 inhibitor – inhibitors of rat ARFGAP1 | Q62848 | Arfgap1-stimulated ARF1 GTP hydrolysis, GDP FP detection | inhibition, % at 16.5 µM | hit rate 0.26% among 360,000 | AID 651572;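 active = inhibition above a per-plate limit, mean inhibition of low control wells plus 3 SD, cut at about 25% in these data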;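 note: 0% = DMSO wells with enzyme and 100% = wells lacking Arfgap1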
Target sequence (Q62848 1-136 limits assumed): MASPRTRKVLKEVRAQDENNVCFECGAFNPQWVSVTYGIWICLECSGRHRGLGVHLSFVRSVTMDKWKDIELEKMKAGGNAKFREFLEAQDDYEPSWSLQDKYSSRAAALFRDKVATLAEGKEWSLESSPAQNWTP
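System: truncated rat Arfgap1 GAP domain / Benchmarks: high control wells lacking Arfgap1, low control full reaction with DMSO / Times: compound-enzyme preincubation 20 min, reaction 120 min, detection 60 min, 25 °C / Repeats: one replicate per compound / Also added: human ARF1(Δ1-17)-GTP substrate / Measured by: Tracer-displacement fluorescence polarization with EDTA stop, 620/688 nm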
PLCb3 inh – PLC-beta3 (human) inhibition, primary screen | Q01970 | Purified PLC-beta3, fluorogenic substrate, fluorescence | inhibition, % at 12.2 µM | hit rate 0.18% among 370,000; in the data active = inhibition above about 11%;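 note: 0% = median of compound wells on plate and 100% = full blocker control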
UHRF1 binding – UHRF1 methyl-DNA binding inhibition. Q96T88. UHRF1 binding to methylated oligo, TR-FRET. hit rate 0.75% among 370,000. inhibition, % at 4.4 µM; in the data active = inhibition above about 21%;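 note: UHRF1 SRA domain binding a hemimethylated CpG hairpin DNA probe; 0% = median of test compound wells and 100% = reference inhibitor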
Target sequence (Q96T88 whole entry, looked up, the tested form may be a part): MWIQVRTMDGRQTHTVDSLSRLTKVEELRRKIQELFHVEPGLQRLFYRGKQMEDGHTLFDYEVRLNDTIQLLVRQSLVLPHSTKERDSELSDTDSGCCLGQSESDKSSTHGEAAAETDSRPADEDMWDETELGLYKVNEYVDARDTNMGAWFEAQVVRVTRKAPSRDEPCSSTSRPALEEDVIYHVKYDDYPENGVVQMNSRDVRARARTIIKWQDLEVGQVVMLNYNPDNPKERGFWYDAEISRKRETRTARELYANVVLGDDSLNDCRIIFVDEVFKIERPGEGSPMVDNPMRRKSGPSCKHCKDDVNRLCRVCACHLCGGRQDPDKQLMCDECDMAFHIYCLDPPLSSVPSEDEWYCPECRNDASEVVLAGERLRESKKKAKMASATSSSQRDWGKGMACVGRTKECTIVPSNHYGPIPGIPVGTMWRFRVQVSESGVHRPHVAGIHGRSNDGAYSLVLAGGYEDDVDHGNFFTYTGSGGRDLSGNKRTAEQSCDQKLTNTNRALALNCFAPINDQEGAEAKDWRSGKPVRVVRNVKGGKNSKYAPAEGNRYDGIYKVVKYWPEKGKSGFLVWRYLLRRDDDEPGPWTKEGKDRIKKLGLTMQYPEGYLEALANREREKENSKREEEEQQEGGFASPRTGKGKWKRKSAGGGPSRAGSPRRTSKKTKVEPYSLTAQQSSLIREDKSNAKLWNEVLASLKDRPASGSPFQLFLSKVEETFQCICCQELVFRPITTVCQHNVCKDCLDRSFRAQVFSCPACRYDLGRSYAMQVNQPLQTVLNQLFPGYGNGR
MBD2 DNA inh – inhibitors of human MBD2 binding to methylated oligonucleotide. Q9UBB5. TR-FRET. inhibition, % at 4.4 µM. hit rate 0.31% among 370,000. AID 686964; in the data active = inhibition above about 13%
An asterisk follows results filed as active; i = inactive.

no.	Compound	Tn7 DDE FP	KLK7 zymogen act	ASAP1 inh	ADAM17 inh	Tn6 DDE FP
1	CNC(=S)Nc1ccc2nc(C)c(C)nc2c1	5	2.2	4	-26	1
2	N#Cc1ccc(NC(=O)c2sc3cc(C(F)(F)F)cnc3c2-c2cccs2)cc1	2	0.1	-7	-9	-2
3	O=C(COC(=O)c1ccc(F)cc1Cl)Nc1cccc(S(=O)(=O)N2CCOCC2)c1	5	-0.1	1	1	-1
4	CCOc1cc(N2CCOCC2)c(OCC)cc1NC(=O)c1cc(S(=O)(=O)N2CCOCC2)ccc1F	4	-0.5	-4	-6	1
5	CCN1C(=O)C2(C(C(=O)c3ccc(C)o3)=C(O)C(=O)N2CCCN2CCOCC2)c2ccccc21 (configuration not stated)	-1	0.3	-1	-8	-3
6	COc1ccc(NC(=O)CSc2nc(N)cc(=O)[nH]2)cc1S(=O)(=O)N1CCCCC1	4	-0.5	4	0	0
7	CC1COCC(C)N1C(=O)c1cccnc1 (configuration not stated)	-1	-0.6	4	0	-5
8	CCCOC(=O)C1C2C=CC3(CN(c4ccc(Cl)c(F)c4)C(=O)C13)O2 (configuration not stated)	1	0.3	4	0	-5
9	CN(C)S(=O)(=O)c1cccc(NC(=O)COC(=O)c2cc3ccccc3oc2=O)c1	-2	-2.3	-13	-24	1
10	Cc1nc2ccccc2c2oc(C(=O)N3CCC(C)CC3)cc12	6	0.3	11	-2	5
11	CN(C)CCCn1c(SCc2c(Cl)cccc2Cl)nnc1-c1ccncc1	-3	-1.2	6	-1	-4
12	COCCNC(=O)c1cccc2c(-c3cnn(C)c3)coc12	-2	-0.5	-8	-5	6

no.	PLC-gamma1 inh	ARFGAP1 inhibitor	PLCb3 inh	UHRF1 binding	MBD2 DNA inh
1	-82	-3	-100	2	1
2	-10	-4	-3	5	9
3	-1	9	-7	-2	-11
4	3	-1	-6	3	5
5	-3	-5	-3	5	-1
6	0	3	0	1	1
7	2	-1	2	-1	0
8	-4	-5	0	2	3
9	-16	0	-23	-1	-1
10	5	-3	-4	-2	-2
11	6	-2	-5	-1	1
12	-1	17	0	1	1

A different layout for 2 compounds above.
no.	SMILES	Tn7 DDE FP	KLK7 zymogen act	ASAP1 inh	ADAM17 inh	Tn6 DDE FP	PLC-gamma1 inh	ARFGAP1 inhibitor	PLCb3 inh	UHRF1 binding	MBD2 DNA inh
6	COc1ccc(NC(=O)CSc2nc(N)cc(=O)[nH]2)cc1S(=O)(=O)N1CCCCC1	4	-0.5	4	0	0	0	3	0	1	1
7	CC1COCC(C)N1C(=O)c1cccnc1 (configuration not stated)	-1	-0.6	4	0	-5	2	-1	2	-1	0

(list continues)
no.	Compound	Tn7 DDE FP	KLK7 zymogen act	ASAP1 inh	ADAM17 inh	Tn6 DDE FP
13	CC(=O)/C=C/c1ccccc1O	6	0.9	-16	-1	2
14	CCCCOCCCNC1=NCCCCC1	0	0.1	-7	0	5
15	CCO[C@H]1OC(C(=O)N2CCOCC2)=C[C@@H](c2ccccc2)[C@@H]1CCCO	-5	0.0	5	2	8
16	COc1cc(NC(=O)CCCOc2ccc(Cl)cc2Cl)c(C(=O)O)cc1OC	-1	-0.1	12	-5	-7
17	COc1ccc(/C=N/NC(=O)CSc2n[nH]c(=O)[nH]c2=O)cc1	6	-1.0	-1	-3	6
18	Cc1nn(C(C)C(=O)NC2CC2)c(=O)c2nn(-c3ccccc3)c(C)c12 (configuration not stated)	0	-0.2	-1	1	-5
19	COC(=O)C1CCN(C(c2cccs2)c2sc3nc(C)nn3c2O)CC1 (configuration not stated)	13	0.6	-7	-4	5
20	COc1ccc(-c2nc3n(c(=O)c2C#N)CCS3)cc1	0	3.4	21	-35	-8
21	C=CCc1c(OC)ccc2ccc(=O)oc12	4	1.9	-13	-133	3
22	O=C(CN1CCC(n2nnc3cc(F)ccc32)CC1)Nc1ccccc1N1CCOCC1	0	-0.8	4	-1	-5
23	CS(=O)(=O)Nc1ccccc1C(=O)Nc1ccccc1C(=O)N1CCCC1	1	-0.3	-3	-7	1
24	Cc1cc(CNC(=O)C2CCC(=O)N(CCc3cccc(F)c3)C2)on1 (configuration not stated)	6	0.0	14	-6	-6

no.	PLC-gamma1 inh	ARFGAP1 inhibitor	PLCb3 inh	UHRF1 binding	MBD2 DNA inh
13	-2	-9	1	0	-3
14	2	6	3	0	-3
15	2	-2	4	-1	-1
16	-4	4	-4	1	9
17	0	-1	0	-2	2
18	6	-4	2	0	0
19	-1	0	5	10	19*
20	-41	12	-81	3	7
21	-35	-4	-44	3	-2
22	5	7	2	2	1
23	-8	5	-19	-1	-1
24	2	6	-7	6	0

Entries 14 to 16 from above:
no.	Compound	Tn7 DDE FP	KLK7 zymogen act	ASAP1 inh	ADAM17 inh	Tn6 DDE FP
14	CCCCOCCCNC1=NCCCCC1	0	0.1	-7	0	5
15	CCO[C@H]1OC(C(=O)N2CCOCC2)=C[C@@H](c2ccccc2)[C@@H]1CCCO	-5	0.0	5	2	8
16	COc1cc(NC(=O)CCCOc2ccc(Cl)cc2Cl)c(C(=O)O)cc1OC	-1	-0.1	12	-5	-7

no.	PLC-gamma1 inh	ARFGAP1 inhibitor	PLCb3 inh	UHRF1 binding	MBD2 DNA inh
14	2	6	3	0	-3
15	2	-2	4	-1	-1
16	-4	4	-4	1	9

Other structures follow.
no.	Compound	Tn7 DDE FP	KLK7 zymogen act	ASAP1 inh	ADAM17 inh	Tn6 DDE FP
25	Cc1ccc(CCNCc2c(C(=O)O)c(C)n(-c3ccccc3)c2C)cc1	-3	0.4	9	1	0
26	S=c1nc[nH]c2c1sc1nc(-c3ccccc3)c3c(c12)CCCC3	-1	-0.6	3	-2	5
27	Clc1ccc(-c2ncc3ccccn23)c(Cl)c1	-3	0.3	5	-14	-3
28	CC(=O)N1CCN(S(=O)(=O)c2ccc3c(c2)OCCO3)CC1	-5	-0.4	-7	-8	-2
29	COc1ccccc1NC(=O)c1cc(Cl)nnc1Cl	2	1.1	-14	1	-5
30	O=C(CC(c1ccccc1)c1cc(Br)ccc1O)NCCN1CCOCC1 (configuration not stated)	1	-0.1	-11	1	-8
31	COc1ccc(CNC(=O)CN(C)S(=O)(=O)c2ccc3c(c2)n(C)c(=O)c(=O)n3C)cc1	-3	0.5	5	-11	3
32	CN(CCN1CCc2ccccc2C1)Cc1nc(-c2ccc3c(c2)OCO3)no1	3	0.4	-6	-3	5
33	C=C(C)Cn1c(C)cc(C)c(S(=O)(=O)c2cccc(C)c2)c1=O	0	0.0	10	-2	-3
34	Nc1ccccc1N=c1ssnc1Cl	-5	-1.9	-9	-19	6
35	Cc1ccccc1N1C(=O)C2ON(c3ccccc3)C(c3ccco3)C2C1=O (configuration not stated)	6	0.1	-3	-3	-7
36	COc1ccc(NC(=S)Nc2ccc3nccnc3c2)cc1	1	-2.7	3	-13	-6

no.	PLC-gamma1 inh	ARFGAP1 inhibitor	PLCb3 inh	UHRF1 binding	MBD2 DNA inh
25	4	-2	-11	-1	-8
26	0	-6	-3	1	1
27	-9	-1	-28	-2	2
28	3	-9	1	2	-3
29	3	-2	3	1	0
30	2	-5	7	2	-7
31	-4	-1	-14	-1	-1
32	2	0	-11	1	-3
33	-1	2	0	-2	-4
34	-15	10	-30	-4	-6
35	0	7	-11	3	4
36	-445	16	i	0	-4

(listing goes on)
no.	Compound	Tn7 DDE FP	KLK7 zymogen act	ASAP1 inh	ADAM17 inh	Tn6 DDE FP
37	Cc1cccc(CCNS(=O)(=O)c2ccc3c(c2)oc(=O)n3C)c1	-4	-0.1	13	-2	-6
38	CCCc1cc(C(=O)N/N=C/c2cccn2C)cs1	0	0.6	4	-2	6
39	COc1ccc(CN2CCc3cc(OC)c(OC)cc3C2)cc1O	1	0.5	14	-2	0
40	COc1ccc(CNc2nccs2)cc1	-11	0.3	6	0	-1
41	Cc1cc(NC(=O)c2ccc(Cl)c([N+](=O)[O-])c2)no1	11	-0.4	4	-6	7
42	C=CCN1c2ccccc2[C@]23C[C@@H](C(=O)OC)N(C(=O)c4ccco4)C2=NC(C(=O)OC)=C(C(=O)OC)[C@H]13	4	0.3	4	-2	-3
43	O=C(Nc1ccnn1C1CCN(Cc2ccccc2F)CC1)C1CCCC1	-2	-0.6	-7	6	-3
44	COc1ccc(-c2cc(C(=O)Nc3cccc(O)c3)no2)cc1	-3	-0.8	-3	0	-1
45	O=C(CCc1nc2ccccc2c(=O)[nH]1)Nc1cccc(S(=O)(=O)N2CCOCC2)c1	-2	0.2	1	1	-5
46	CCOC(=O)c1ccc2nc3c(cc2c1)CCS3	4	0.5	2	-18	0
47	O=C(O)c1ccc(CSc2nnnn2-c2ccc(F)cc2)cc1	1	0.2	3	0	2
48	CC1CCCc2sc3ncn(N)c(=N)c3c21 (configuration not stated)	-6	-0.1	2	-2	-1
49	COc1cc(/C=C(\C#N)C(=O)NCC2CCCO2)ccc1O (configuration not stated)	4	-0.5	-3	-1	-3
50	COc1ccc(C(=O)NCC(=O)OCC(=O)c2ccc3c(c2)OCCO3)cc1	5	0.1	10	-6	1

no.	PLC-gamma1 inh	ARFGAP1 inhibitor	PLCb3 inh	UHRF1 binding	MBD2 DNA inh
37	6	6	1	0	-6
38	-5	1	-12	0	1
39	2	-6	3	-4	6
40	2	3	-4	2	-7
41	0	-6	-3	3	3
42	-2	1	0	1	3
43	4	8	-4	1	-3
44	-2	11	-9	1	-4
45	-4	-12	0	-4	-2
46	-1	5	-3	-2	-1
47	1	1	-2	-3	-1
48	-1	8	-5	-3	0
49	-1	0	-3	0	-5
50	-4	-3	-2	-1	3

Screening data (PubChem)
